KCNQ2 block: KCNQ2 potassium channel inhibitors, primary screen, cell-based, CHO-K1, FluxOR thallium flux, B-score (AID 2156) | 1.1% of 310,000 active | B-score at 10 µM | 20 min; stronger effect = lower value | Potassium voltage-gated channel subfamily KQT member 2 (Rattus norvegicus), O88943;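 active = fluorescence ratio B-score at most minus 3 library SDs, with starting brightness B-score within 2 library SDs, cut at about -5.5 in these data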
STK33 kinase inh: inhibitors of purified STK33 kinase, primary screen, biochemical, ADP-Glo luminescence, homogeneous, cell-free | MBP phosphorylation | inhibition, % at 10 µM | 0.073% of 320,000 active | AID 2661, 2010;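 active = inhibition at or above 25%, using the most active replicate where run in duplicate; inactive = inhibition below 25%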
Target sequence (Q9BYT3 whole entry, looked up): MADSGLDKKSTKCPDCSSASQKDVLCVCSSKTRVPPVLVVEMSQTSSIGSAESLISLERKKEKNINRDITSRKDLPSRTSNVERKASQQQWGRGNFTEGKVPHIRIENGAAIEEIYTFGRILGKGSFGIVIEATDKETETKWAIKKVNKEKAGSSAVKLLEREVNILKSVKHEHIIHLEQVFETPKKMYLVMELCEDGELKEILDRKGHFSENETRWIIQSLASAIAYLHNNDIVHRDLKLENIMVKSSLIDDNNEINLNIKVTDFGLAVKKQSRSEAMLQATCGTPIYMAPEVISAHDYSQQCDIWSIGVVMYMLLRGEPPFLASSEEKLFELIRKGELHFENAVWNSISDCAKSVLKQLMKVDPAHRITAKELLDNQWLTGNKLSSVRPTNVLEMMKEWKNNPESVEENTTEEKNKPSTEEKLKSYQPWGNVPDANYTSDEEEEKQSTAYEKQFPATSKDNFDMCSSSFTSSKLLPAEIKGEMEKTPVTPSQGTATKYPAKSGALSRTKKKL
Kir21 inh: inhibitors of mouse Kir2.1 inward-rectifier potassium channel | HEK293-Kir2.1, FluxOR thallium flux fluorescence; stronger effect = lower value | Inward rectifier potassium channel 2 (Mus musculus), P35561 | 0.85% of 310,000 active | B-score at 10 µM;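 active = fluorescence ratio B-score at or below minus 3 SD of library scores, with starting-brightness B-score within 2 SD, cut at about -4.2 in these data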;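 also: channel flux triggered by added potassium and thallium sulfate stimulus; B-score of peak minus minimum fluorescence over baseline after thallium stimulus; more negative B-score means stronger Kir2.1 block with less thallium influx; some compounds called inactive have numbers as strong as hits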
Target sequence (P35561 whole entry, looked up): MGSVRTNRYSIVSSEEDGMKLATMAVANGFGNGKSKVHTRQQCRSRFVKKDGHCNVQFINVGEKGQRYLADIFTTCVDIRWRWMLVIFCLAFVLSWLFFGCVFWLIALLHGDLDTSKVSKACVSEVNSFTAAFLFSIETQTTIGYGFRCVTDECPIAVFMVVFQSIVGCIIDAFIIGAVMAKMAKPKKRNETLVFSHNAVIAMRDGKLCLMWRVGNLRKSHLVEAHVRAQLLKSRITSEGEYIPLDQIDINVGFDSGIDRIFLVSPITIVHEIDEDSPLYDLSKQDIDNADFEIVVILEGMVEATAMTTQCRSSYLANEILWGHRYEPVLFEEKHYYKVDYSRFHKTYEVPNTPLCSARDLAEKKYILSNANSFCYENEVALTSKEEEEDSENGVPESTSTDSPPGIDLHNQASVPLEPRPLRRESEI
* = called active by the depositor; i = inactive; x = no result given.

No.	Molecule	KCNQ2 block	STK33 kinase inh	Kir21 inh
1	Cc1ccc2c(c1)nnn2C1CCN(S(C)(=O)=O)CC1	i	-1.7	-1.14
2	Cc1ccc(NC(=O)COC(=O)C2=COCCO2)c([N+](=O)[O-])c1	i	0.4	-0.31
3	C=CCn1c(O)c(/C=C2\C=NN=C2c2ccccc2)sc1=S	i	-0.1	0.7
4	CCOc1ccc2nc(NC(=O)Nc3ccccc3)sc2c1	i	-1.8	-0.63
5	COc1ccc(N2CCN(CC(=O)NC(=O)NC(C)(C)C)CC2)cc1	i	0.3	1
6	CC(NC(=O)COc1ccc(N(C)S(=O)(=O)c2ccccc2)cc1)c1ccccc1 (stereo not given)	i	-0.5	-1.74
7	Cc1csc(NC(=O)c2ccc(-c3ccc(Cl)cc3Cl)o2)n1	i	-0.7	-0.73
8	CC(CC1C(C#N)=C(N)OC2=C1C(=O)CCC2)c1ccccc1 (stereo not given)	i	0.8	-0.04
9	N#Cc1c(N)n(-c2cccc(O)c2)c2nc3ccccc3nc12	i	1.8	0.59
10	CC(NC(=O)c1ccco1)c1ccc2c(c1)OCO2 (stereo not given)	i	-0.4	1.03
11	CCOc1ccc(N(CC(=O)Nc2cc(C)ccc2C)S(=O)(=O)c2c(C)[nH]c(=O)[nH]c2=O)cc1	i	-0.1	-0.28
12	COC(=O)C(C)Oc1ccc2c3c(c(=O)oc2c1)CCCCC3 (stereo not given)	i	-0.2	0.22
13	Cc1ccc(C)c(NC(=O)C2Cc3ccccc3CN2C(=O)OCc2ccccc2)c1 (stereo not given)	-6.25*	-0.7	0.46
14	COc1cc(C(=O)NC(=S)Nc2ccccc2N2CCCC2)cc(OC)c1OC	i	-0.9	-0.27
15	O=C(N/N=C/c1c(O)n(-c2ccc(Cl)cn2)c(=O)c2ccccc12)C1CC1	i	-0.2	-0.65
16	COC(=O)c1cc(OC)c(OC)cc1NC(=O)c1ccc(Br)o1	i	-1.9	-0.76
17	COc1ccc(Cc2nc3ccccc3n2CC(=O)N/N=C/c2ccc(C)cc2O)cc1OC	i	-0.3	0.42
18	O=C(NCCc1ccccc1)c1c(F)cccc1F	i	0.3	-1.01
19	CC1CCCN(C(=O)CSc2nnc(-c3ccc(O)cc3)o2)C1 (stereo not given)	i	1.0	-0.05
20	CCN(CC)S(=O)(=O)c1cccc(-c2nnc(SCc3nc4ccccc4s3)o2)c1	i	-0.8	-0.05
21	CC(C)CCOC(=O)C[N+](C)(C)CCOC1CC2CCC1(C)C2(C)C (stereo not given)	i	x	-2.48
22	Cc1cc(/C=N/Nc2ccc([N+](=O)[O-])cn2)c(C)n1-c1cccc(C(=O)O)c1	i	6.7	0.14
23	COc1cccc(CN(C)S(=O)(=O)c2cccs2)c1	i	-0.2	0.98
24	Cc1cc(C)c2oc(C(=O)Nc3ccc(S(=O)(=O)Nc4nccc(C)n4)cc3)cc(=O)c2c1	i	1.2	0.45
25	COc1cc(/C=C2\SC(N)=NC2=O)cc(OC)c1	i	-0.1	-0.01
26	COc1ccccc1NC(=O)NCc1ccco1	i	-0.6	-1.02
27	Cc1ccc(CNC(=O)COC(=O)C2CCN(S(=O)(=O)c3cccs3)CC2)cc1	i	-1.2	-0.06
28	O=C(Cc1ccccc1[N+](=O)[O-])NCc1ccc2c(c1)OCO2	i	-1.5	1.09
29	O=C(OCCCN=C1NS(=O)(=O)c2ccccc21)c1ccccc1	i	0.1	-0.55
30	FC(F)(F)c1cccc(Oc2nc(-c3ccccc3)nnc2C(F)(F)F)c1	i	0.8	-4.01

The final five records of the part above come first, to join the parts:
No.	Molecule	KCNQ2 block	STK33 kinase inh	Kir21 inh
26	COc1ccccc1NC(=O)NCc1ccco1	i	-0.6	-1.02
27	Cc1ccc(CNC(=O)COC(=O)C2CCN(S(=O)(=O)c3cccs3)CC2)cc1	i	-1.2	-0.06
28	O=C(Cc1ccccc1[N+](=O)[O-])NCc1ccc2c(c1)OCO2	i	-1.5	1.09
29	O=C(OCCCN=C1NS(=O)(=O)c2ccccc21)c1ccccc1	i	0.1	-0.55
30	FC(F)(F)c1cccc(Oc2nc(-c3ccccc3)nnc2C(F)(F)F)c1	i	0.8	-4.01
31	CS(=O)(=O)N(CC(=O)N1CCN(c2ccccc2F)CC1)C1CCCCC1	i	-0.6	0.25
32	Cc1nn(-c2ccccc2)c(Cl)c1C1C(C#N)=C(N)OC2=C1C(=O)CCC2 (stereo not given)	i	2.3	1.29
33	CCOC(=O)c1c(NC(=O)CCC(=O)N2CCOCC2)sc2c1CC(C)(C)OC2	i	0.0	0.36
34	CCN1CCN(C(=O)c2ccc(CN(c3ccccc3)S(=O)(=O)c3ccccc3)cc2)CC1	i	0.8	-0.49
35	COC(=O)C1=C(C(=O)c2ccccc2)C(c2ccc(OC)c(OC)c2)Nc2nnnn21 (stereo not given)	i	0.4	-0.33
36	c1ccc2nc3[nH]cnc3nc2c1	i	0.9	-0.26
37	COC(=O)Cn1cnc2c1c(=O)n(C)c(=O)n2C	i	-0.5	-0.74
38	CC(=O)Nc1ccc(-c2csc(NC(=O)Cc3ccccc3F)n2)cc1	i	-0.3	0.08
39	O=C(/C(C=Nc1cccc(C(F)(F)F)c1)=C(/O)c1ccco1)C(F)(F)F	i	-2.0	0.43
40	COc1cc(NC(=O)CSc2nnc3c(C)cc4c(C)ccc(C)c4n23)c(C(=O)O)cc1OC	i	-1.1	-2.33
41	CCCCC(CC)C(=O)Nc1cc([N+](=O)[O-])ccc1F (stereo not given)	i	-0.5	-1.65
42	CCOC(=O)Nc1ccc(S(=O)(=O)N2CCOCC2)cc1	i	-0.7	-0.64
43	CC1CC2=C(NC(=S)NC2c2ccc(F)cc2)/C(=C/c2ccc(F)cc2)C1 (stereo not given)	i	1.5	-0.44
44	C/C=C(\C)C(=O)NCCN1C2=NC[C@@H](C)N2C[C@@H]1Cc1ccc(OC)cc1	i	0.8	0.13
45	CCN(CC)S(=O)(=O)c1cc(NC(=O)C2=COCCO2)ccc1Cl	i	0.4	0.9
46	NC(=O)c1c(NC(=O)CSc2nc(N)cc(=O)[nH]2)sc2c1CCCC2	i	0.3	-2.7
47	C/C(CC1(O)/C(=N/O)CCc2nonc21)=N\O (stereo not given)	i	-1.1	-0.81
48	C/C(=N\Nc1ccc(S(N)(=O)=O)cc1[N+](=O)[O-])c1ccc2c(c1)OCO2	i	x	-0.04
49	O=C(c1c[nH]c(C(=O)C(Cl)(Cl)Cl)c1)c1c(F)cccc1F	i	1.4	0.14
50	Cc1ccccc1OCC(=O)N/N=C/c1cccc(Oc2ccc([N+](=O)[O-])cc2[N+](=O)[O-])c1	i	x	-0.61
51	CC(=O)Nc1cccc2ncccc12	i	0.8	1.11
52	C/C(CC(=O)Nc1ccccc1[N+](=O)[O-])=N\NC(=O)COc1ccccc1C	i	-0.5	-1.47
53	Clc1cccc(Cl)c1Cn1nnc(N2CCCC2)n1	i	-1.0	0.31
54	CC1(C)CC(=O)C=C(Nc2ccc3c(c2)CCC3)C1	i	-1.6	0.75
55	CCCOc1ccc(C(CC(=O)O)NC(=O)c2cccs2)cc1 (stereo not given)	i	-0.6	0.38
56	COc1cc(CNC2CCCCCC2)cc(OC)c1O	i	-0.5	-0.28
57	Cc1cc(=O)oc2cc(NC(=O)Cc3ccccc3)ccc12	i	-1.2	1.07
58	CC1CCCN(S(=O)(=O)c2ccc3[nH]c4c(c3c2)CCCC4)C1 (stereo not given)	i	0.2	0.13
59	O=C(COc1ccc2ccccc2c1Br)N1CCCCC1	i	-0.2	-0.89
60	Cc1ccc(S(=O)(=O)N2CCOCC2)c2nsnc12	i	-0.7	0.17
61	O=C(/C=C/c1ccc(N2CCCCC2)c([N+](=O)[O-])c1)c1ccc(S(=O)(=O)N2CCCC2)cc1	i	1.1	-3.82
62	CCOC(=O)N1CCN(C(=O)CN(C)S(=O)(=O)c2ccc(OC)c(OC)c2)CC1	i	0.6	-0.78
63	COCC(C)n1c(SCc2nc(N)nc(Nc3ccccc3C)n2)nc2ccccc2c1=O (stereo not given)	i	-1.7	-0.18
64	Nc1ccc(C(=O)Nc2ccc3nc(-c4ccncc4)[nH]c3c2)cc1	i	1.4	0.26
65	CCN(CC)S(=O)(=O)c1ccc(N2CCCC2)c(NC(=O)Cc2c(F)cccc2Cl)c1	i	-0.5	0.21
66	Cc1nc2oc3c(NCc4ccccn4)ncnc3c2c2c1COC(C)(C)C2	i	0.2	-0.35
67	CC(=O)c1cccc(N(C(=O)c2ccco2)C(C(=O)NC2CCCC2)c2ccccc2F)c1 (stereo not given)	i	-0.4	0.3
68	O=C(NC1CCCc2ccccc21)C1CCN(S(=O)(=O)c2cccc3nonc23)CC1 (stereo not given)	i	-2.1	-0.98
69	CCOc1ccc2[nH]c(=O)c(CN(CCN3CCOCC3)Cc3nnnn3C(C)(C)CC)cc2c1	i	0.6	-2.55
70	COc1cccc(/C(C)=N/N=C(\C)c2cccc(OC)c2)c1	i	-1.6	0.67
71	Cc1cccc(OCC(=O)NNC(=O)Nc2cccc(Cl)c2)c1C	i	0.2	1.48
72	Cc1oc2cc3oc(=O)c(CCC(=O)NCCCn4ccnc4)c(C)c3cc2c1C	i	0.4	-0.63
73	CC(C)(C)c1cc(C(=O)NCCCn2ccnc2)cc(C(C)(C)C)c1	i	-0.8	0.96
74	CCOC(=O)CN1C(=O)N[C@@H](c2cccc(C(F)(F)F)c2)[C@H](C(C)=O)[C@H]1C	i	-0.9	-0.77
75	CCOc1ccc(N(CC)S(=O)(=O)c2ccc3c(c2)oc(=O)n3C)cc1	i	5.5	-0.76
76	CNC1(c2nnnn2-c2c(C)cccc2C)CCOC(C)(C)C1 (stereo not given)	i	0.3	-0.94
77	CS(=O)(=O)N1CCN(C(=O)COc2ccc3ccccc3c2)CC1	i	x	-0.23
78	O=c1c2cc(N3CCOCC3)ccc2[nH]c(=S)n1CCc1ccccc1	i	-0.6	-2.14
79	O=C(Cn1cc(S(=O)(=O)Cc2ccc([N+](=O)[O-])cc2)c2ccccc21)N1CCOCC1	i	-0.7	-0.42
80	CCOc1cc(CNCCc2ccccc2)ccc1OCC(=O)NC(C)(C)C	i	-0.7	-1.76
81	COC(=O)C(NC(=O)C(NC(=O)c1ccccc1)C(C)C)C(C)C (stereo not given)	i	-0.5	0.52
82	COc1ccc(NC(=O)NCc2ccco2)c(OC)c1	i	x	0
83	COc1ccc(-c2cnn3c(N)c(S(=O)(=O)C(C)(C)C)cnc23)cc1	i	-1.1	-0.49
84	NC(=O)CC(NC(=O)c1ccc(Br)cc1)c1ccc(N2CCCCCC2)c([N+](=O)[O-])c1 (stereo not given)	i	0.8	0
85	CSc1ccccc1NC(=S)NCc1ccc(Cl)cc1	i	2.5	1.04
86	CCN(CC)C(=O)CN(c1ccc(F)c(Cl)c1)S(C)(=O)=O	i	0.9	-2.53
87	CCn1nnnc1NC(=O)c1cc(Cl)c(OC)c(Cl)c1	i	0.6	0.01
88	CCOc1cc(C2C3=C(CC(C)(C)CC3=O)N(CCCOC)C3=C2C(=O)CC(C)(C)C3)ccc1OC	i	-0.8	1.69
89	CCNC(=O)NC(=O)C(C)Oc1ccc(Br)cc1Br (stereo not given)	i	-1.4	0.61
90	C=CCOc1c(Cl)cc(CNc2ccc(N(C)C)cc2)cc1OC	i	-0.6	-0.1

Next section
No.	Molecule	KCNQ2 block	STK33 kinase inh	Kir21 inh
91	COC(=O)c1cc(Br)c(=O)n(CCN2CCCCC2)c1	i	0.2	-2.06
92	COc1ccc(Cl)cc1NS(=O)(=O)c1cccc(C(=O)NC2CCC(O)CC2)c1 (stereo not given)	i	-0.1	1.34
93	O=c1[nH]c(=O)c2cc([N+](=O)[O-])cc([N+](=O)[O-])c2[nH]1	i	-1.4	0.86
94	Fc1ccc(-n2nnc(-c3ccccc3)n2)cc1	i	-1.0	0.65
95	CCOC(=O)N1CCN(CC(O)COCc2ccccc2)CC1 (stereo not given)	i	-1.0	-0.02
96	COc1ccc(N(CC(=O)NC(C)c2ccccc2)S(=O)(=O)c2c(C)noc2C)cc1 (stereo not given)	i	-1.1	0.11
97	Cc1cnc(C(=O)Nc2ccccc2F)cn1	i	0.6	-0.79
98	COc1ccc(CCNC(=O)c2c(C)nn(CC(C)C)c2Cl)cc1OC	i	-0.9	1.36
99	Cc1cc(C(=O)CCC(=O)Nc2ncccc2O)c(C)s1	i	-0.6	-1.02
100	CCN(CC)c1cc(Oc2ccccc2)ncn1	i	-0.8	-0.91
101	O=c1[nH]c2ccc(NC(=S)Nc3ccccc3Cl)cc2[nH]1	i	-0.4	0.77
102	CCOC(=O)c1ccc(NC(=O)Cn2cnc3cc(C)c(C)cc32)cc1	i	-0.9	-0.07
103	COc1ccc(CCCc2nnc(SCC(=O)Nc3nccs3)n2C)cc1C	i	4.5	0.13
104	CC(=O)C1=C(O)C(=O)N(c2ccc(O)cc2)C1c1ccccc1Cl (stereo not given)	i	-2.2	-0.06
105	CCOC(=O)N1CCC(N2Cc3cccc(C(=O)Nc4cc(F)ccc4F)c3C2=O)CC1	i	-0.1	0.01
106	Cn1ncc([N+](=O)[O-])c1C(=O)Nc1ccccc1C(=O)O	i	-1.3	0.64

Screens: PubChem BioAssay, several laboratories

Compounds as they come, and some 1.9% of all compounds hit somewhere here.
